# TNAP activators – human TNAP enzyme activators, primary screen, biochemical, luminescent, no phosphate acceptor, uHTS (AID 1001). 0.03% of 200,000 active. purified TNAP, luminescent activation assay, no phosphate acceptor; higher activation fold means a stronger effect. one-dose activation fold at 20 µM; EC50 in µM for titrated hits; in the data active = activation fold from about 3, or a potency from the dose series; inactive = the rest, 99 in 100 with activation fold below about 1.6; note: many of its hits are not listed in these tables
# T cell modulator – T cell immune modulators affecting CD8 T cell-vesicle binding | calls only at 7 µM | 0.068% of 330,000 active | 2C CD8+ T cell-vesicle binding, flow cytometry; active compounds read low;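 active = response, share of CD8 T cells binding vesicles, and their 90th percentile fluorescence all below set limits, cut at about 80% in these data, passing the limit was not always enough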
#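 Assay system: 2C TCR transgenic mouse naive CD8+ T cells, MACS-purified | Read-out: CD8+ gate FL2 mean fluorescence as % of same-row positive control | Signal: High-throughput flow cytometry with anti-B7-1 and anti-CD8 staining | Timing: Binding step 1.5 h, 37 °C, antibody labelling 20 min, ice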
# Hep lipid drop – hepatic lipid droplet formation modulation. AML12 mouse hepatocytes, oleate lipid droplets, BODIPY imaging. inhibition, % at 6.5 µM. 0.4% of 240,000 active. AID 1656;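 active = lipid droplet intensity inhibited by at least 50%, with more than 500 cells counted; inconclusive = wells with under 300 cells, treated as cytotoxic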
#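 material = mouse AML12 hepatocyte cell line, fixed after treatment | also added = 100 µM oleic acid challenge | doses = compound at 6.5 µM only | schedule = overnight exposure | technique = Image-based BODIPY and DAPI two-channel analysis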
# Ins promoter up – MIN6 insulin promoter up-regulation. MIN6 insulin promoter-GFP reporter, high-content imaging; active compounds read high. z-score at 5 µM. 0.3% of 190,000 active;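 active = z-score above 3 at 5 µM with at least 500 cells counted in the well; inconclusive = wells under 500 cells, flagged as cytotoxic or low count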
# Autophagy HCS – autophagy modulation, high-content screen; MEF GFP-LC3 puncta imaging; test concentration mostly 10 µM; calls only at 10 µM (by protocol); 0.98% of 190,000 active; AID 463193;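 active = percentage of spot-positive cells more than 3 SD above its plate mean, without a fluorescence outlier flag or 80% toxicity; inconclusive = no clear call, values can overlap the other calls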;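 note: spot-positive cell cutoff set from DMSO-treated cells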
# human PMI inhibitors – MPI inhibition at elevated mannose 6-phosphate – biochemical, fluorescence intensity, high mannose 6-phosphate, primary screen (AID 1220). recombinant PMI enzyme, coupled fluorescence intensity; higher % means a stronger effect. inhibition, % at 20 µM; hits with a dose series show IC50 in µM. 0.66% of 190,000 active
# MT stabilize HCS – microtubule stabilization, imaging screen; HeLa tubulin immunostaining HCS, 24 h; share of cells brighter than vehicle mean+2SD; % tubulin-high responders, % at 10 µM; 0.83% of 200,000 active; AID 2205;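 active = plate Z-score above 3 for both tubulin-high and condensed-nucleus cell shares, with cell loss under 80%, at 10 µM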;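 note: anti alpha tubulin signal scored within the nucleus-defined area of each cell; some results filed as inactive read as strong as hits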
# PMI inhibitors – MPI enzyme activity inhibition – biochemical, fluorescence intensity, coupled assay, primary screen (AID 1209); 0.42% of 190,000 active; inhibition, % at 20 µM, or IC50 in µM where a hit was titrated; purified PMI enzyme, coupled fluorescence intensity; higher % means a stronger effect;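 note: plate controls were DMSO vehicle for no effect and wells lacking substrate for full effect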
# bCat nuc transl – modulators of beta-catenin nuclear translocation | AID 1665 | nuclear translocation activity, % at 5 µM | 0.3% of 190,000 active | HeLa beta-catenin nuclear translocation, immunofluorescence imaging;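 active = nuclear translocation activity above 50% at 5 µM, with a well cell count of 50 or more; inconclusive = wells under 50 cells across six images, flagged as toxic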;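 note: per-cell ratio of nuclear to cytoplasmic median beta-catenin stain intensity; plate controls were DMSO negative control for no effect and GSK-3 inhibitor IX positive control for full effect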
#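 Read-out: Nuclear/cytoplasmic beta-catenin signal ratio, % activation | Assay system: Human HeLa cell line | Times: 24 h compound exposure at 37°C, 5% CO2 | Signal: Fluorescence imaging of beta-catenin antibody stain plus DAPI | Dosing: 5 µM primary, 0.02–20 µM confirmation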
# Ins promoter up cell count – second read-out of Ins promoter up, no call of its own (marks repeat the call); cell count; measured here: cytotoxicity, nuclei count;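 total cells summed across four imaged fields per well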
# Hep lipid drop cells 6.5 µM – further read-out of Hep lipid drop, marked with its call; cell count; measured here: cell count, cytotoxicity flag;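 cells counted across two imaged fields per well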
# bCat nuc transl cell count 5 µM – also measured in bCat nuc transl; calls as there; cell count; measured here: cell count, cytotoxicity flag
# T cell modulator vesicle-bound % – recorded beside T cell modulator, whose call it bears; double positive events, %; measured here: CD8+ vesicle-bound cell fraction;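 binding gate set so that unloaded-vesicle control wells show 10% double positive cells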
# MT stabilize HCS Hoechst-high % – recorded beside MT stabilize HCS, whose call it bears; % Hoechst-high responders; measured here: nuclear condensation Hoechst responders;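 share of cells brighter than vehicle mean plus two SD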
# MT stabilize HCS cytotoxicity % – recorded beside MT stabilize HCS, whose call it bears; toxicity, %; measured here: cytotoxicity by cell density;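 0% = mean cell density of plate MIN control wells and 100% = no cells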
# Autophagy HCS cell loss 18 h – also measured in Autophagy HCS; calls as there; toxicity, %; measured here: cell loss, nuclei count;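 cell loss after 18 h compound exposure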
# The depositor's hits bear a star; i = inactive; ? = inconclusive; . = no result given. Cut-off read from the data, not from the text of the source, unless noted: active = inhibition above about 50%; inactive = the rest.
# Fields: MT stabilize HCS	MT stabilize HCS cytotoxicity %	PMI inhibitors	human PMI inhibitors	Ins promoter up cell count	MT stabilize HCS Hoechst-high %	Autophagy HCS cell loss 18 h	bCat nuc transl cell count 5 µM	Ins promoter up	Hep lipid drop	Autophagy HCS	TNAP activators	Hep lipid drop cells 6.5 µM	T cell modulator vesicle-bound %	T cell modulator	bCat nuc transl
Cc1ccc2c(Cl)cc(Cl)c(OCC(=O)N(C(C)C)C(C)C)c2n1
    3.4	7.4	18%	34%	1361	3.4	-4	1059	-1.4	-3	i	1.1	715	1	i	0.0
CCCN1CCN(C(=O)Cn2cccc2C(=O)c2ccccc2)CC1
    3.3	7.3	-13%	-18%	.	1.9	-1	460	.	7	i	1	691	23	i	-3.1
NC(=O)c1ccccc1NC(=O)/C=C/c1c(Cl)cccc1Cl
    1.0	11	10%	10%	1564	1.6	1	1327	0.08	.	i	1.1	.	41	i	-1.1
COC(=O)C(Cc1ccc(O)cc1)NC(=O)c1ccccc1OC (stereo not given)
    2.2	0.5	14%	5%	1375	2.4	-4	1122	0.25	-2	i	1.1	784	28	i	-4.4
COc1ccc(CCNC(=O)c2c(-c3ccccc3Cl)noc2C)cc1
    1.8	13	-7%	-11%	.	1.2	25	.	.	-7	i	0.9	767	13	i	.
COc1ccc(OCC(=O)Nc2cccc3ncccc23)cc1
    1.5	6.8	4%	3%	1674	1.3	3	1058	-0.01	8	i	1.1	757	43	i	-1.3
CC1=C(C)CC2(SC1)C(=O)N(c1ccccc1)N=C2N (stereo not given)
    1.8	2.8	3%	5%	1302	1.1	5	1141	0.06	3	i	1.2	735	27	i	-1.3
CCC(Sc1nnnn1C)C(=O)Nc1ccc(C(C)=O)cc1 (stereo not given)
    6.5	6.3	13%	8%	1192	3.1	11	1157	0.62	2	i	1	743	34	i	-0.1
Cc1cccc(C)c1NC(=O)C(c1ccc([N+](=O)[O-])cc1)N(C)C(=O)c1ccccn1 (stereo not given)
    2.4	0.3	-7%	-14%	1975	1.9	-47	853	0.47	-2	i	0.8	614	44	i	-1.5
CC1=C/C(=C/N(C)c2ccccc2)C(=O)S1
    2.6	18	13%	2%	994	2.5	-1	.	-0.32	-18	i	1	710	60	i	.
COc1ccc(S(=O)(=O)Cc2ccc(C(=O)N3CCN(c4cccc(C)c4)C(C)C3)o2)cc1 (stereo not given)
    24*	34*	-1%	8%	990	74*	25	.	-0.35	.	i	0.9	.	36	i	.
COc1ccc(OC)c(C2=NOC(C(=O)N3CCN(c4ccccc4)CC3)C2)c1 (stereo not given)
    5.8	2.8	-4%	-6%	958	3.0	10	.	0.48	.	i	1.1	.	24	i	.
CCCn1c(SCC(=O)NC(=O)Nc2ccc(C)cc2C)n[nH]c1=O
    1.5	10	-1%	2%	1271	2.0	-13	933	-0.31	.	i	1	.	14	i	-2.9
CSc1cccc(NC(=O)C(C)NS(=O)(=O)c2ccc(F)cc2)c1 (stereo not given)
    1.4	12	-7%	-9%	.	1.1	0	1114	.	-11	i	1.1	753	.	.	-8.2
Cc1cccc(NC(=S)/N=C(\N)Nc2nc(C)c3ccc(C)cc3n2)c1
    2.9	2.8	-17%	-13%	1358	1.1	2	1154	0.25	.	i	1	.	59	i	15

# Fields: MT stabilize HCS	MT stabilize HCS cytotoxicity %	PMI inhibitors	human PMI inhibitors	Ins promoter up cell count	MT stabilize HCS Hoechst-high %	Autophagy HCS cell loss 18 h	bCat nuc transl cell count 5 µM	Ins promoter up	Hep lipid drop	Autophagy HCS	TNAP activators	Hep lipid drop cells 6.5 µM	T cell modulator vesicle-bound %	T cell modulator	bCat nuc transl
NCC(O)CN(c1ccccc1)c1ccccc1 (stereo not given)
    3.1	0.9	15%	10%	1610	2.5	-3	990	-0.57	-4	i	1	665	62	i	-5.4
Cc1ccc(C2=C/C(=C\c3cccnc3)C(=O)O2)cc1
    2.2	4.9	12%	2%	1337	2.7	-11	482	-0.01	1	i	1.1	606	44	i	2.1
CCCCNC(=S)N(C)/N=C/c1c(F)cccc1F
    2.0	8.4	9%	5%	1514	3.7	-2	.	0.97	2	i	1.1	710	10	i	.
CCOC(=O)Cc1c(C)nc2c(-c3ccccc3OC)c(C)nn2c1C
    2.1	1.5	5%	9%	1484	1.4	-7	1361	-0.07	.	i	1	.	29	i	0.1
CCOC(=O)C1CCCN(C(=O)c2cn(CC(C)C)c(=O)c3cc(OC)c(OC)cc23)C1 (stereo not given)
    4.5	5.2	-11%	-8%	1174	1.9	-3	1197	-0.83	-7	i	1	719	11	i	-1.3
NC(CSC12CC3CC(CC(C3)C1)C2)C(=O)O (stereo not given)
    4.6	11	11%	-1%	666	2.4	7	1121	0.8	23	i	1	725	69	i	1.9
O=C(NCC1CCCO1)C1CCC(N2C(=O)c3ccccc3C2=O)CC1 (stereo not given)
    1.5	6.9	-1%	1%	1062	1.5	.	1110	0.64	.	.	1.1	.	17	i	-1.3
CCN(CC)C(=O)N1CCN(C(=O)N(CC)CC)CC1
    3.5	4.8	6%	3%	1549	1.7	2	963	0.14	9	i	1.1	765	58	i	-0.8
CCC(=O)Nc1ccc2oc(-c3cccc(C)c3)nc2c1
    1.4	6.9	8%	6%	1181	1.7	3	.	0.77	-7	i	1.1	626	53	i	.
Cc1onc(-c2c(Cl)cccc2Cl)c1COC(=O)c1ccc(Cl)cc1[N+](=O)[O-]
    .	.	.	.	1434	.	.	1375	0.31	5	.	.	737	44	i	1.0
CC1CCN(C(=O)c2ccc(CNc3c(N4CCCC4)c(=O)c3=O)cc2)CC1
    .	.	.	.	896	.	.	1345	0.93	9	.	.	695	33	i	0.0
O=C(COC(=O)C1CCN(C(=O)c2ccc(Cl)cc2)CC1)c1ccco1
    4.3	11	-2%	0%	1249	2.5	-5	1000	0.65	.	i	1.1	.	36	i	-5.7
Cc1ccsc1C(=O)C1CCCN(Cc2cn(C)nc2-c2ccccc2)C1 (stereo not given)
    1.0	4.8	11%	4%	.	2.2	-2	1470	.	-20	i	1	680	65	i	1.4
O=C(NCc1ccco1)c1cc(=O)c2ccccc2o1
    2.5	4.0	-5%	0%	1203	2.2	10	1040	-0.47	16	i	1	682	25	i	-0.8
O=C(Nc1ccc(F)cc1)N(CCCN1CCOCC1)Cc1cc2cc3c(cc2[nH]c1=O)OCCO3
    3.9	9.1	-5%	-5%	826	3.2	-7	809	-0.66	.	i	1.1	.	9	i	-3.7

# Fields: MT stabilize HCS	MT stabilize HCS cytotoxicity %	PMI inhibitors	human PMI inhibitors	Ins promoter up cell count	MT stabilize HCS Hoechst-high %	Autophagy HCS cell loss 18 h	bCat nuc transl cell count 5 µM	Ins promoter up	Hep lipid drop	Autophagy HCS	TNAP activators	Hep lipid drop cells 6.5 µM	T cell modulator vesicle-bound %	T cell modulator	bCat nuc transl
Clc1cccc(CN2COc3c(cc(Cl)c4cccnc34)C2)c1
    19	46	17%	52%*	.	1.1	5	393	?	-39	i	1.3	557	44	i	-1.8
O=C(Nc1nnc(-c2ccc(Cl)cc2)o1)C1=COCCO1
    2.4	0.3	-14%	-1%	1240	2.4	11	985	0.26	31	i	1	632	47	i	-2.7
O=C(NNc1nc2ccc(F)cc2s1)c1cccc(F)c1
    3.6	1.7	-14%	-18%	1666	2.7	-2	1028	0.47	-21	i	2.3	691	17	i	-0.1
CCOP(=O)(OCC)c1nc(-c2ccc(C)cc2)oc1NCc1ccccc1
    4.1	15	9%	14%	1275	1.9	-13	1010	-1.5	22	i	1.1	675	63	i	-0.5
Oc1ccc(Cl)cc1-c1cc(C(F)(F)C(F)F)nc(-c2ccccc2)n1
    2.7	4.6	-13%	-12%	.	1.1	-3	1055	.	5	i	1	772	40	i	-0.9
CC(=O)c1cccc(NC(=O)N2CCCC2C(=O)NCc2ccc3c(c2)OCO3)c1 (stereo not given)
    4.1	13	.	.	1450	1.7	-4	1535	0.58	-3	i	1.1	714	43	i	-0.3
CS/C(=N\S(=O)(=O)c1cccs1)Nc1ccc(N2CCOCC2)cc1
    4.0	12	-9%	-3%	1135	2.7	1	843	-0.07	.	i	1.1	.	17	i	-1.1
CCOc1ccc(Cl)cc1CNCCNCCO
    2.5	6.2	1%	-8%	1457	1.4	13	1479	0.02	.	i	1	.	12	i	-1.6
Cc1ccc(-n2nnnc2SCC#N)cc1
    2.7	5.0	9%	11%	1395	2.5	8	1028	-0.74	18	i	1.1	687	31	i	-0.7
Cc1cc(=O)oc2cc(OCC(=O)N3CCCc4ccccc43)ccc12
    3.3	1.5	11%	-2%	.	4.0	16	1088	.	-14	i	1	695	12	i	-7.1
CSC(=NS(=O)(=O)c1ccccc1)SC
    2.5	8.0	2%	4%	1520	2.0	-23	1370	0.21	.	i	1	.	53	i	2.4
CN(C)CCN1C(=O)c2oc3ccccc3c(=O)c2C1c1cccc(Br)c1 (stereo not given)
    3.8	5.1	-7%	4%	1106	1.1	-5	844	0.63	.	i	1	.	33	i	-1.6
Cc1c(NC(=O)c2ccc(-c3ccccc3)cc2)cccc1C(=O)O
    .	.	.	.	1145	.	.	1264	-0.35	12	.	.	756	35	i	0.3
CC1(C(=O)NCc2cc(F)cc(C(F)(F)F)c2)C=CC2(CCCCC2)N1C(=O)c1ccccc1 (stereo not given)
    2.3	7.8	11%	15%	1095	1.1	18	575	0.81	-2	i	1.1	786	24	i	-2.7
CCCS(=O)(=O)c1nc(S(=O)(=O)c2ccc(C)cc2)c(N2CCCC2)s1
    1.8	10	4%	-16%	1267	1.8	41	1233	0.04	21	i	1.1	737	18	i	-5.6
N#Cc1ccccc1NC(=O)CNc1ccccc1N1CCCCC1
    2.0	4.8	13%	10%	.	1.3	-7	.	.	5	i	1.1	803	20	i	.

# An excerpt from above, limited to human PMI inhibitors and MT stabilize HCS:
SMILES,human PMI inhibitors,MT stabilize HCS
Cc1cc(=O)oc2cc(OCC(=O)N3CCCc4ccccc43)ccc12,-2%,3.3
CSC(=NS(=O)(=O)c1ccccc1)SC,4%,2.5
